Source: PubChem BioAssay
NOD2 inhibition = inhibition of NOD2-driven NF-kB reporter – cell-based, luminescence, uHTS, HEK293 (AID 1566) | HEK293 NOD2/NF-kB luciferase reporter, luminescence; higher % means a stronger effect | inhibition, % at 4 µM, or EC50 in µM where a hit was titrated | 290,000 compounds, 0.63% hits; further: many of its hits are not listed in these tables
HIV peptide binding = inhibitors of HIV fusion peptide binding, primary screen, biochemical, uHTS, fluorescence dequenching (AID 1986); cell-free peptide binding, fluorescence dequenching, 30 min; higher % means a stronger effect; 290,000 compounds, 0.3% hits; inhibition, % at 20 µM; hits with a dose series show IC50 in µM; in the data active means inhibition mostly above about 52%, no sharp cut-off; inactive means mostly below about 76%; further: some results filed as inactive read as strong as hits
GPR55 antagonists = inhibition of LPI-stimulated GPR55 beta-arrestin translocation – imaging, U2OS, beta-arrestin-GFP, LPI agonist, primary screen (AID 2013); U2OS GPR55 beta-arrestin-GFP translocation imaging, LPI antagonism; higher % means a stronger effect; inhibition, % at 10 µM; hits with a dose series show IC50 in µM; 290,000 compounds, 0.13% hits;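 active means spots per cell inhibited over 60%, with over 100 cells counted and total cytoplasm intensity under 500,000; inconclusive means wells with under 100 cells, flagged as likely toxic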;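 further: U2OS cells stably carrying GPR55 and arrestin-GFP stimulated by 5 µM LPI near EC80; imaged beta-arrestin-GFP aggregate spots per cell after agonist stimulation; plate controls were LPI-stimulated DMSO wells for no effect and DMSO wells without LPI for full effect; some results filed as inactive read as strong as hits; confirmed hits need IC50 under 10 µM and bright autofluorescent wells are also inconclusive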
SV40 large T antigen = SV40 large T antigen inhibitors, biochemical (AID 1903); inhibition, % at 20 µM, or IC50 in µM where a hit was titrated; SV40 large T antigen ATPase/helicase inhibition assay; higher % means a stronger effect; 310,000 compounds, 0.39% hits; in the data active means a potency from the dose series; inconclusive means inhibition mostly from about 32% at the one dose, without a potency; inactive means the rest, 99 in 100 with inhibition below about 32%; further: strong numbers were not always called active
KOR beta-arrestin-1 = KOR agonists, beta-arrestin recruitment, primary screen, cell-based, luminescence, uHTS (AID 1777). KOR beta-arrestin recruitment, luminescence; higher % means a stronger effect. activation, % at 10 µM; hits with a dose series show EC50 in µM. 280,000 compounds, 0.02% hits; in the data active means activation above about 50%, passing the limit was not always enough; further: a part of the inactive calls stands beside numbers as strong as those of hits
Rac1 GTP hydrolysis = MgcRacGAP GTPase-activating activity inhibitors, confirmation, biochemical, ADP Hunter fluorescence. AID 624330. MgcRacGAP-stimulated Rac1 GTP hydrolysis, ADP Hunter fluorescence; higher % means a stronger effect; GST-tagged Rac1 F28L mutant substrate. one-dose inhibition, % at 30 µM; IC50 in µM for titrated hits. 340,000 compounds, 0.6% hits;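 active means first-screen hits whose inhibition reached a set limit at any dose in the follow-up dose series; inconclusive means inhibition above the set first-screen limit but never retested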;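 further: fluorescence reports GDP produced by GAP-driven GTP hydrolysis; strong numbers were not always called active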
KOR beta-arrestin-2 = kappa opioid receptor blockers – cell-based, luminescence, uHTS (AID 1778) | KOR beta-arrestin recruitment, luminescence, antagonist mode; higher % means a stronger effect | one-dose inhibition, % at 10 µM; IC50 in µM for titrated hits | 290,000 compounds, 0.091% hits; further: strong numbers were not always called active
NOD1 NF-kB reporter = NOD1 signaling inhibitors, primary screen, cell-based, luminescence, uHTS (AID 1578) | inhibition, % at 4 µM, or EC50 in µM where a hit was titrated | NOD1-driven NF-kB luciferase reporter cells, luminescence; higher % means a stronger effect | 290,000 compounds, 1% hits; in the data active means inhibition mostly above about 36%, no sharp cut-off; inactive means mostly below about 34%;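 further: HEK-293T reporter cells stimulated with the NOD1 agonist gamma-tri-DAP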
GPR55 beta-arrestin = selective activators of receptor GPR55 – imaging, U2OS cells, beta-arrestin-GFP redistribution, primary screen (AID 1961); U2OS GPR55 beta-arrestin-GFP redistribution imaging; higher % means a stronger effect; activation, % at 10 µM, or EC50 in µM where a hit was titrated; 290,000 compounds, 0.048% hits;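 active means activation above 40% with more than 50 cells counted in the well; inconclusive means wells holding fewer than 50 cells, flagged as toxic or sparse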;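 further: U2OS osteosarcoma cells stably expressing GPR55 and beta-arrestin-GFP; plate controls were DMSO negative control for no effect and LPI positive control for full effect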
* marks the source's active call; other numbers are inactive results; ? = inconclusive; · = no result given. Unless noted, no stated cut-off is given here; in the data, active means inhibition above about 50%; inactive means the rest. The list is partial; the hit share may differ from the screen's.

Structure,NOD2 inhibition,HIV peptide binding,GPR55 antagonists,SV40 large T antigen,KOR beta-arrestin-1,Rac1 GTP hydrolysis,KOR beta-arrestin-2,NOD1 NF-kB reporter,GPR55 beta-arrestin
O=C(CN(C1CCCCC1)S(=O)(=O)c1ccccc1)N1CCCC1,13%,-0.8%,8%,4%,-1.0%,15%,12%,2%,-0.1%
CC(=O)c1sc(NC(=O)C=C(C)C)nc1C,-11%,-2.4%,13%,20%,-3.4%,9%,-50%,-20%,0.1%
O=C(N/N=C/C1CC=CCC1)c1ccccc1O (configuration not stated),-3%,-3.5%,8%,-15%,2.0%,5%,28%,-17%,0.2%
CCCc1nc(SCC(=O)Nc2cc(C)on2)c2ccccc2n1,-27%,-1.2%,7%,5%,-4.0%,6%,-16%,7%,-0.2%
Cc1ccc(-c2csc3nc(C)n(N)c(=O)c23)cc1,8%,-1.1%,4%,9%,-0.4%,14%,-11%,-25%,-0.2%
COc1cc2c(cc1OC)CN(C(=O)Nc1ccccc1Cl)CC2,8%,1.3%,-9%,3%,-3.6%,4%,-9%,11%,0.1%
CCCNC(=O)c1sc2c(c1C(=O)Nc1ccccn1)CCCC2,14%,-1.2%,10%,5%,-3.9%,-1%,15%,-20%,-0.2%
O=C(O)c1cccc(N/C(=N\S(=O)(=O)c2ccccc2)c2ccccc2)c1,12%,-0.7%,4%,9%,-3.0%,4%,12%,-32%,0.9%
CCN(CC)S(=O)(=O)c1ccc(NS(=O)(=O)c2ccc(OC)c([N+](=O)[O-])c2)cc1,14%,2.3%,4%,-50%,8.0%,0%,6%,-19%,0.1%
Cc1nonc1NC(=O)CSc1nnc(-c2ccoc2C)n1-c1cccc(Cl)c1,-7%,-0.6%,26%,5%,16%,6%,-32%,-15%,-0.2%
Nc1cc(C2CCCC2)nn1-c1ccccc1,-14%,-1.5%,12%,14%,-3.6%,13%,-17%,-25%,0.4%
C/C=C(\C)C(=O)N1CC2(CC(c3cccc(NC(=O)CC(c4ccccc4)c4ccccc4)c3)=NO2)C[C@H]1C(N)=O (some centres not stated),-4%,0.0%,7%,·,2.1%,·,14%,-9%,-0.1%
CCOC(=O)c1c(C)n(C)c2cc(Br)c(C(=O)OC)cc12,6%,-3.1%,9%,18%,-3.9%,-3%,-26%,-14%,1.1%
Cn1c(=O)c2c(nc(SCC(=O)NC3CCCC3)n2C)n(C)c1=O,12%,-0.2%,5%,18%,3.3%,9%,-17%,-20%,-0.4%
CC(C)C[C@H](NC(=O)c1nc[nH]c1C(=O)N[C@@H](CC(C)C)C(=O)OC(C)(C)C)C(=O)OC(C)(C)C,17%,1.6%,12%,5%,-3.2%,7%,4%,-3%,-0.1%
O=c1oc(/C=C/c2ccccc2)nc2sc3c(c12)CCC3,-6%,24%,11%,1%,-2.1%,6%,-8%,-7%,-0.2%
Clc1ccc(-c2c[n+]3c(n2-c2ccccc2)SCC3)cc1,-12%,-0.6%,-3%,16%,-1.0%,6%,-20%,-26%,-0.2%
COc1cccc(-c2nc(CS(=O)(=O)CC(=O)NCCCN3CCN(C)CC3)c(C)o2)c1,-18%,-2.2%,-2%,7%,3.9%,0%,-30%,39%,0.1%
Cn1c(Cn2c(=O)sc3ccccc32)nnc1SCC(=O)NCc1ccc(F)cc1,22%,-1.6%,9%,5%,-5.2%,3%,6%,-29%,-0.1%
O=c1c(Cc2ccc(F)cc2)c(O)ccn1C1CC1,2%,-2.0%,-4%,19%,-0.5%,7%,-83%,52%*,0.1%
Cc1ccccc1NC(=O)CCS(=O)(=O)c1ccc(Br)s1,-4%,-0.3%,-4%,1%,5.6%,10%,-20%,4%,-0.2%
COC(=O)c1cccc(NC(=O)c2ccc3c(c2)C(=O)N(C(C)(C)C)C3=O)c1,8%,-0.2%,4%,5%,1.7%,2%,1%,-17%,-0.1%
CCn1cc(C(=O)NCCN(C)C)c(=O)c2cc(F)c(N3CCN(C)CC3)cc21,0%,-1.3%,9%,7%,-3.2%,15%,10%,-14%,-0.1%
Cc1cc(C)c(N=Cc2c(O)n(-c3nccs3)c(=O)c3ccccc23)c(C)c1,18%,0.6%,4%,3%,-1.9%,9%,4%,27%,-0.1%
COc1cccc(C(=O)C2CCCN(Cc3cccn3-c3ccccn3)C2)c1 (configuration not stated),13%,-0.5%,0%,5%,-0.1%,-1%,6%,22%,0.1%
CC1(C)OC2C(CO)OC(n3cnc4c(=S)nc[nH]c43)C2O1 (configuration not stated),-3%,0.4%,-13%,19%,-1.2%,15%,5%,-1%,0.9%
COc1ccc(Cl)cc1NC(=O)COc1ccc(S(=O)(=O)N2CCOCC2)cc1C,11%,1.3%,-1%,9%,-1.4%,-3%,-6%,-73%,?
COc1ccccc1OCCNC(=O)C1CCN(C(C)=O)CC1,1%,-1.2%,18%,10%,-0.6%,3%,-26%,20%,-0.2%
O=C(CCl)Nc1cccc(Oc2ccccc2)c1,-10%,1.6%,21%,0%,-3.1%,7%,2%,75%*,-0.2%
CS(=O)(=O)N(CC(=O)Nc1cc(Cl)ccc1Cl)c1ccccc1Cl,12%,13%,-8%,20%,-1.5%,-8%,-1%,5%,0.1%

8 consecutive entries out of the list so far:
Structure,NOD2 inhibition,HIV peptide binding,GPR55 antagonists,SV40 large T antigen,KOR beta-arrestin-1,Rac1 GTP hydrolysis,KOR beta-arrestin-2,NOD1 NF-kB reporter,GPR55 beta-arrestin
CCn1cc(C(=O)NCCN(C)C)c(=O)c2cc(F)c(N3CCN(C)CC3)cc21,0%,-1.3%,9%,7%,-3.2%,15%,10%,-14%,-0.1%
Cc1cc(C)c(N=Cc2c(O)n(-c3nccs3)c(=O)c3ccccc23)c(C)c1,18%,0.6%,4%,3%,-1.9%,9%,4%,27%,-0.1%
COc1cccc(C(=O)C2CCCN(Cc3cccn3-c3ccccn3)C2)c1 (configuration not stated),13%,-0.5%,0%,5%,-0.1%,-1%,6%,22%,0.1%
CC1(C)OC2C(CO)OC(n3cnc4c(=S)nc[nH]c43)C2O1 (configuration not stated),-3%,0.4%,-13%,19%,-1.2%,15%,5%,-1%,0.9%
COc1ccc(Cl)cc1NC(=O)COc1ccc(S(=O)(=O)N2CCOCC2)cc1C,11%,1.3%,-1%,9%,-1.4%,-3%,-6%,-73%,?
COc1ccccc1OCCNC(=O)C1CCN(C(C)=O)CC1,1%,-1.2%,18%,10%,-0.6%,3%,-26%,20%,-0.2%
O=C(CCl)Nc1cccc(Oc2ccccc2)c1,-10%,1.6%,21%,0%,-3.1%,7%,2%,75%*,-0.2%
CS(=O)(=O)N(CC(=O)Nc1cc(Cl)ccc1Cl)c1ccccc1Cl,12%,13%,-8%,20%,-1.5%,-8%,-1%,5%,0.1%

Next section.
Structure,NOD2 inhibition,HIV peptide binding,GPR55 antagonists,SV40 large T antigen,KOR beta-arrestin-1,Rac1 GTP hydrolysis,KOR beta-arrestin-2,NOD1 NF-kB reporter,GPR55 beta-arrestin
Cc1cccc(N(CC(=O)NCC2CCCO2)C(=O)CCC(=O)Nc2nccs2)c1 (configuration not stated),-7%,1.4%,-8%,4%,1.9%,8%,-3%,6%,0.6%
CCN(CC)C(=O)c1ccc(/C=C/c2c[nH]c3ccccc23)[n+](C)c1,-17%,91%*,-1%,22%,-0.5%,5%,-33%,-36%,-0.5%
Cc1ccc(Nc2nc(N)c([N+](=O)[O-])c(NCc3ccco3)n2)cc1,-41%,0.2%,7%,20%,0.3%,0%,-28%,-13%,-0.2%
O=[N+]([O-])c1ccc(-c2nnc(-c3ccccc3)c(NCCCO)n2)cc1,6%,-0.9%,4%,6%,-0.9%,17%,9%,-37%,0.3%
OCC1CCCN(C(=S)Nc2ccc(Oc3ccccc3)cc2)C1 (configuration not stated),-70%,1.8%,6%,6%,4.4%,12%,-38%,-55%,0.3%
CCn1c(CNC(=O)COc2ccc(C(C)C)cc2)nnc1SCC(=O)NC1CCCCC1C (configuration not stated),10%,2.6%,9%,11%,1.6%,8%,13%,-30%,0.0%
CCOP(=O)(OCC)/C(C#N)=C/c1ccc(-c2ccc(F)cc2F)o1,27%,-0.5%,6%,0%,-1.0%,8%,-11%,-10%,0.2%
Cc1ccc(Nc2nc(N)nc(CN3CCN(C)CC3)n2)cc1,-4%,-0.8%,-9%,8%,-1.0%,4%,-28%,-23%,-0.2%
CN(C)S(=O)(=O)c1cccc(NC(=O)COc2ccc(C(=O)c3ccccc3)cc2)c1,33%,-1.6%,-6%,-32%,0.1%,5%,-1%,7%,-0.1%
CCOC(=O)c1ccccc1NC(=O)c1n[nH]c(=O)c2ccccc12,11%,0.6%,-9%,5%,12%,6%,-40%,-3%,1.1%
NC(=O)CC(NC(=O)Cc1cccc2ccccc12)c1ccc(NCCc2ccc(F)cc2)c([N+](=O)[O-])c1 (configuration not stated),11%,2.0%,3%,1%,-1.6%,7%,-3%,1%,-0.1%
CS(=O)(=O)c1ccc(C(=O)Nc2cc(S(C)(=O)=O)ccc2Cl)cc1,-11%,0.7%,-6%,-4%,-0.2%,1%,-27%,-23%,0.4%
Nc1cnn(C2CCCO2)c(=O)n1 (configuration not stated),15%,0.9%,-3%,16%,0.8%,18%,10%,-5%,0.0%
COc1ccc(NC(=S)NC2CCCCCC2)c(OC)c1,10%,-1.7%,-1%,8%,-1.3%,7%,9%,-14%,0.2%
CNc1oc(-c2ccc(C)cc2)nc1P(=O)(c1ccccc1)c1ccccc1,-8%,-0.2%,-2%,19%,6.0%,5%,-8%,9%,-0.1%
CC1CC(C)CN(C(=O)C(Cc2ccccc2)n2cccc2)C1 (configuration not stated),18%,-1.1%,3%,3%,5.0%,-10%,35%,8%,0.0%
